# S-ASM inh – blocks human secretory acid sphingomyelinase; P17405; placental ASM, HMU-PC fluorogenic substrate, 60 min; Potency, µM (top dose mostly 57.5 µM), inactives show top-dose activity change, negative = inhibition, usual class: inhibitors; hit rate 0.006% among 340,000; also: potency is read from the fitted curve at half-maximal effect
# Target sequence (P17405 47-631 limits assumed): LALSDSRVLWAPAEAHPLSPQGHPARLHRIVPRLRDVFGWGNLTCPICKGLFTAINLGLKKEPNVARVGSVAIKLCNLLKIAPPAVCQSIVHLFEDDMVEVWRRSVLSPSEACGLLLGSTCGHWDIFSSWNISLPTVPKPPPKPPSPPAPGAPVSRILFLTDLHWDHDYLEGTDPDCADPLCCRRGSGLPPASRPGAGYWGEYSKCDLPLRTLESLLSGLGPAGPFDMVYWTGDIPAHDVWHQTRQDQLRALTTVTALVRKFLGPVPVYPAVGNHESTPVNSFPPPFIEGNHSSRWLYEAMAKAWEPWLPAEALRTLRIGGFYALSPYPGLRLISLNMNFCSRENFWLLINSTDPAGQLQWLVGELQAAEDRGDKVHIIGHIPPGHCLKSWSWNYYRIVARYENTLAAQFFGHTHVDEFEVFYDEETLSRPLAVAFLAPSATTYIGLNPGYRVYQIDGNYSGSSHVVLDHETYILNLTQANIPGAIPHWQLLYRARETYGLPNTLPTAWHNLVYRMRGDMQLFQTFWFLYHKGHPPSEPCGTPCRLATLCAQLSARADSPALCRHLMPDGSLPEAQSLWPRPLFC
#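 Steps: dispense placental human ASM, pin compound, wait 10 min at room temperature, add HMU-PC0 substrate at 9 uM final, incubate 60 min at 37 °C, add stop solution raising pH to 10, read fluorescence.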
# Chronic BCR inh – inhibitors of chronic active B-cell receptor signaling; ABC-DLBCL IkBa-CBG/CBR reporter, luminescence ratio, 4 h; Potency, µM (highest dose often 46.1 µM), for inactives: at the highest dose ratio change, negative = lower green/red ratio, usual class: inhibitors; hit rate 0.05% among 340,000; AID 493014; active = well fitted inhibition curve with a large enough effect in the signal ratio, with a control signal flat, not every such curve was filed as active; inconclusive = small, poorly fitted or top-dose-only effect, or effect the other way, or a change in a side signal; the % refers to the signal ratio;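 also: potency is read from the fitted curve at half-maximal effect; plate controls were basal doxycycline-induced cells for no effect and cells given 10 µM MG132 for full effect; MG132 reads +100%, hits lower the ratio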
#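 Cell line TMD8 (human ABC DLBCL), stably expressing tet-inducible CBG68-IkBa fusion and CBR; IMDM/0.5% FBS; cpd up to 46 uM; dox induction, 4 h, 37C/5% CO2; dual luminescence; green/red ratio; MG132 control.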
# B2AR arrestin – recruits beta-arrestin to the human beta2-adrenergic receptor | P07550 | beta-arrestin recruitment to beta2AR, cell-based reporter | Potency, µM (doses to about 46.1 µM), for the others: top-dose activation, most hits filed as activators | hit rate 0.02% among 330,000;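 also: potency is read from the fitted curve at half-maximal effect; 0% = DMSO controls and full agonism = EC100 isoproterenol or metaproterenol; nearly all actives have a fitted effect of over 65% in size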
# Tb PFK block – blocks T. brucei phosphofructokinase | O15648 | T. brucei PFK, ADP-Glo luminescence | Potency, µM (top dose mostly 57.5 µM), for inactives: at the top dose activity, negative = inhibition, usual class: inhibitors | hit rate 0.17% among 330,000 | AID 485367;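 also: potency is read from the fitted curve at half-maximal effect; 0% = uninhibited 1x PFK enzyme wells and -100% = no-enzyme wells; nearly all actives have a fitted effect of over 60% in size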
#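 Luminescent ADP detection (ADP-Glo, two-step: ATP depletion then ADP-to-ATP conversion for luciferase) reported PFK activity after 45 min room-temperature reaction of 1.25 nM enzyme with 0.5 mM F6P and 0.1 mM ATP at pH 8.0.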
# GALK inh – galactokinase (human) inhibition. P51570. Purified GALK, Kinase-Glo residual ATP luminescence. Potency, µM (doses to about 57.5 µM), for inactives: at the top dose activity change, negative = inhibition, usual class: inhibitors. hit rate 0.007% among 270,000. AID 1868; also: potency is read from the fitted curve at half-maximal effect; % is scaled to controls: 0 for no effect and ±100 for the full control effect
#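 Quantitative HTS: GALK 5 nM, ATP 35 uM, galactose 100 uM, 1 h room temperature, then luciferase-based ATP detection.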
# Menin-MLL TR inh – displaces Texas Red mutant MLL peptide from human menin; O00255; Menin + Texas Red MLL mutant peptide, fluorescence polarization; Potency, µM (highest dose often 61.6 µM), inactives show at the highest dose FP activity change, negative = inhibition, actives largely listed as inhibitors; hit rate 0.23% among 270,000; AID 1768; active = well fitted inhibition curve with a large enough effect in the polarisation, with a control signal flat, not every such curve was filed as active; inconclusive = small, poorly fitted or top-dose-only effect, or effect the other way, or a change in a side signal; inactive = no such curve, though single readings can be large or run the other way; the % refers to the polarisation; also: potency is read from the fitted curve at half-maximal effect; % of control where 0% means no effect; many of its hits are not listed in these tables
# PKM2 act – increases activity of human pyruvate kinase M2; Potency, µM (series often up to 57.5 µM), without a hit: top-dose activation, hits mostly activators; hit rate 0.34% among 260,000; purified PKM2, Kinase-Glo ATP luminescence, activation; response scale: 0% is enzyme alone, no compound; P14618; AID 1631; also: potency is read from the fitted curve at half-maximal effect; % is scaled to controls: 0 for no effect and ±100 for the full control effect; nearly all actives have a fitted effect of over 55% in size
# Target sequence (P14618 whole entry, looked up): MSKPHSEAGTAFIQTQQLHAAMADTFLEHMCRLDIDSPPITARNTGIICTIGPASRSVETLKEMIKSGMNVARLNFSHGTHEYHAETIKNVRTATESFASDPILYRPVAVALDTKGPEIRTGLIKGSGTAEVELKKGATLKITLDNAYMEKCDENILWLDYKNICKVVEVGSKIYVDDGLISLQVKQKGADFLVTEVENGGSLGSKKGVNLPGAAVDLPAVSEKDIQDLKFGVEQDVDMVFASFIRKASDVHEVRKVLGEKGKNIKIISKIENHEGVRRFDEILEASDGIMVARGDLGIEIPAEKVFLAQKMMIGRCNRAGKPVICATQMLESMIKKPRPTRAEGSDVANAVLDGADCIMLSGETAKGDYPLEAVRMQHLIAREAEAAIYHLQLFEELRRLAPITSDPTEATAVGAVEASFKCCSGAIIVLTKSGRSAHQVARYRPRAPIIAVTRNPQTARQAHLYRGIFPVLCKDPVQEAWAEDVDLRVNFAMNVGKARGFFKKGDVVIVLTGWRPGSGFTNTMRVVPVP
#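 Purified hPK-M2 (>95%) run at intermediate activity with 0.1 mM ADP and 0.5 mM PEP in 50 mM imidazole pH 7.2, KCl, MgCl2; 1 h room temperature. ATP formed read by Kinase-Glo luminescence; normalized to uninhibited and no-enzyme controls.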
# Giardia kill – Giardia lamblia killing; hit rate 0.15% among 340,000; activity change, % at 7.66 µM, hits read low; AID 540267; Giardia lamblia trophozoite viability; in the data active = activity change below about -80%; inconclusive = between about -30% and that limit;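 also: parasites exposed to compound for two days anaerobically before the ATP read; % is scaled to controls: 0 for no effect and ±100 for the full control effect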
#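 Viability, read as ATP luminescence: trophozoites at 100 cells/well, compound added, 48 hrs anaerobic at 37 deg C, then 15-30 min room-temperature development before reading.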
# FBPA coupling cs – counter-screen for Giardia aldolase inhibitors: coupling enzyme system; coupling enzyme system counterscreen, AmpLite Red fluorescence; activity change, negative = inhibition, % at 58.2 µM, hits read low; hit rate 0.67% among 290,000; AID 2472; in the data active = activity change below about -30%; also: % is scaled to controls: 0 for no effect and ±100 for the full control effect
#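 Fluorescence at 525 nm excitation and 598 nm emission measured inhibition of the coupled detection system without aldolase. Compounds (at 57.5 uM final) were preincubated 10 min at room temperature with coupling enzyme reagent before a 20 min substrate/AmpLite Red step.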
# PTAP TSG101 blk – blocks PTAP/TSG101 interaction to inhibit HIV-1 budding; Q99816; Fluorescence polarization, FITC-PTAP peptide / Tsg101 binding; Potency, µM (highest dose often 115 µM), inactives show top-dose activity change, negative = inhibition, actives largely listed as inhibitors; 340,000 tested, under 10 active; active = well fitted inhibition curve with a large enough effect in the main read-out, with a control signal flat, not every such curve was filed as active; inconclusive = small, poorly fitted or top-dose-only effect, or effect the other way, or a change in a side signal; inactive = no such curve, though single readings can be large or run the other way; also: potency is read from the fitted curve at half-maximal effect; % of control where 0% means no effect
#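 FP read-out: FITC-PTAP peptide, 50 nM final, binding Tsg101 binding domain, 10 uM final; 20 min, r.t.; 10 mM HEPES pH 7.5, 0.15 M NaCl, 0.01% Tween 20, 3 mM EDTA, 0.1 mM TCEP.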
# a7 integrin act – activators of alpha7 integrin expression for muscular dystrophy; AID 624291; Potency, µM (series often up to 38.3 µM), without a hit: at the top dose activation, actives largely listed as activators; alpha7betagal myoblasts, beta-gal FDG fluorescence, 48 h; hit rate 0.064% among 350,000;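 also: potency is read from the fitted curve at half-maximal effect; 100% = response of the positive control SU9516; nearly all actives have a fitted effect of over 60% in size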
#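 alpha7betagal+/- myoblasts (passage 13, 250/well) treated 48 h at 37C with compounds at 1:260 dilution of DMSO stock. Lysed, then beta-galactosidase activity read as FDG fluorescence (ex 480/em 540) after 30 min, with pre-read for autofluorescence.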
# Numbers without * were called inactive; ? = inconclusive; / = not tested or not shown; [ ] = another dose, or the depositor's remark. Unless noted, calls follow the shape of the dose curve; as a rule, active = well fitted curve in the direction sought with a large enough effect; inconclusive = small, poorly fitted or top-dose-only effect, or another doubt; inactive = no such curve, though single readings can be large; an effect the other way counts as inactive or inconclusive. A portion of the library. The share of hits here may be higher or lower than overall.
SMILES,S-ASM inh,Chronic BCR inh,B2AR arrestin,Tb PFK block,GALK inh,Menin-MLL TR inh,PKM2 act,Giardia kill,FBPA coupling cs,PTAP TSG101 blk,a7 integrin act
COc1cc(NC(=O)c2cccnc2)c(OC)cc1NC(=O)c1ccc(Br)cc1,-2.8%,4.5%,-0.3%,-0.3%,0.6%,/,/,4.0,0.4,-0.9%,-1.4%
CCOc1ccc(CCNC(=O)c2ccc(=O)[nH]c2)cc1OCC,3.7%,-3.1%,-0.4%,0.8%,6.3%,/,-7.3%,-1.8,/,-1.4%,5.9%
Cc1cccc(NC(=O)C2CCCCN2S(=O)(=O)c2ccccc2)c1C (stereo unspecified),0.1%,2.4%,-0.2%,0.0%,/,/,/,-9.1,/,-1.7%,29.4%
CC(C)NS(=O)(=O)c1ccc(NCCCn2ccnc2)c([N+](=O)[O-])c1,-2.2%,-2.4%,-0.2%,2.0%,-0.7%,/,/,9.4,0.3,3.2%,-83.8%[inhibitor]
O=C(CCSc1ccccc1)OCn1nnc2ccccc2c1=O,-5.8%,1.2%,0.2%,-4.0%,0.5%,1.1%,-1.9%,-10.0,-0.7,-2.3%,15.1%
O=C(CSc1nc(-c2ccccc2)cs1)N1CCc2ccccc21,-6.9%,-2.0%,-0.4%,1.3%,-3.4%,-19.0%,6.5%,10.3,-14.0,-5.3%,19.7%
O=C(c1ccc(COc2ccccc2Br)o1)N1CCCCCC1,-0.5%,-0.2%,-0.9%,-12.4%,-3.9%,3.0%,-2.2%,-3.5,2.6,-7.4%,-17.6%
COC(=O)c1oc(-c2ccc(Cl)cc2)nc1C,-1.2%,2.2%,0.0%,4.1%,6.9%,7.0%,-4.2%,-1.3,2.9,-1.9%,-332.9%[inhibitor]
COc1ccc(-c2ccc(/C=C3\C(=O)N(c4ccccc4)N=C3c3ccccc3)o2)c([N+](=O)[O-])c1,-1.7%,?,0.0%,-5.1%,5.9%,?,1.7%,9.7,0.3,-5.5%,15.2%
CCN(CC)CCN1C(=O)C(=O)/C(=C(/O)c2ccc(OC)cc2)C1c1cccs1 (stereo unspecified),/,?,1.8%,-3.3%,-1.3%,14.1%,9.6%,/,/,/,/
CC1CCCCC1N=C1NC(C)(C)CS1 (stereo unspecified),10.7%,-1.0%,0.1%,1.6%,11.0%,-2.7%,-0.5%,-1.9,1.0,2.5%,8.7%
O=C(NC1CCCCC1)c1cc(-c2ccc(O)cc2)on1,-6.2%,?,-1.1%,-0.2%,-0.2%,17.3%,-1.4%,1.5,0.0,-1.5%,0.7%
O=C(CNc1ccc(Cl)cc1)NNC(=S)NCc1ccccc1,-7.8%,-1.7%,-0.7%,-21.2%,0.4%,?,-0.7%,10.5,0.7,0.6%,44.4%
CSc1ncccc1C(=O)N1CCCC(CCC(=O)NCc2ccc(F)c(F)c2)C1 (stereo unspecified),3.7%,-4.2%,-0.8%,-23.0%,1.1%,6.7%,1.8%,23.8,0.3,-1.9%,-4.1%
Cc1ccc(CN2CCN(/N=C/c3ccc(Cl)c([N+](=O)[O-])c3)CC2)cc1,-7.0%,?,-0.3%,-1.2%,-0.4%,0.0%,0.2%,16.4,3.0,-1.8%,-3.0%
Cc1cccc(Nc2nc(N)nc(CSc3nccc(C)n3)n2)c1,-2.2%,1.0%,-0.1%,1.2%,-2.3%,33.1%[activator],-1.5%,-18.7,0.3,0.9%,-7.3%
COc1cc(NC(=S)NC(=O)c2c(OC)cccc2OC)ccc1NC(=O)c1cccs1,-3.7%,-9.3%,0.5%,-3.0%,-3.2%,-17.1%,2.7%,2.7,-0.7,1.0%,-5.9%
NC(=O)CC(NC(=O)Cc1ccc(Br)cc1)c1ccc(NCc2cc(F)ccc2F)c([N+](=O)[O-])c1 (stereo unspecified),-4.4%,5.8%,-0.5%,5.3%,-5.6%,/,6.5%,7.8,0.2,3.7%,-17.8%
Cc1cccc(C)c1NC(=O)/C(=C/c1ccco1)c1ccccc1,4.6%,?,0.1%,-11.9%,2.2%,-6.2%,20.5%,-5.0,-4.0,-4.3%,6.7%
Cc1cc(NC(=O)CCC(=O)N(Cc2cccnc2)C(C(=O)NC(C)(C)C)c2ccccc2Cl)no1 (stereo unspecified),-0.8%,4.4%,-0.3%,-0.2%,7.0%,-8.7%,2.0%,9.9,2.6,0.5%,3.98µM*
O=C1CC(Nc2ccc(N3CCOCC3)cc2)C(=O)N1CCc1ccccc1 (stereo unspecified),-1.6%,?,-0.3%,1.3%,0.2%,1.0%,-0.5%,4.9,2.7,-3.6%,-8.8%
Cc1ccc(CN2CC(=O)N3[C@H]4c5cc(C)ccc5OC[C@@H]4[C@H](c4ccccc4)[C@]3(C)C2=O)cc1,-2.7%,15.0%,0.2%,1.0%,/,/,/,-16.9,/,-0.6%,16.0%
COc1ccc(C(C(=O)NC2CCCC2)N(C(=O)c2ccco2)c2cccc(C(C)=O)c2)cc1OC (stereo unspecified),-18.6%,0.2%,0.2%,-4.0%,3.0%,/,/,-2.5,-0.5,-2.8%,-5.1%
Cc1cc(C)n(CC(=O)N2c3ccccc3Sc3ccc(C(F)(F)F)cc32)n1,-2.4%,-0.9%,-1.0%,-0.7%,/,-8.1%,1.1%,3.7,-4.1,-7.7%,?
CCC(=O)N1CCc2cc(Br)cc(S(=O)(=O)N3CCN(C(=O)c4ccco4)CC3)c21,-1.2%,?,-0.3%,0.1%,-2.4%,-7.2%,-1.5%,11.0,2.4,-0.5%,-15.0%
CNC(=O)CN1C(=O)NC(c2ccccc2)(c2ccccc2)C1=O,?,?,-0.1%,1.4%,9.4%,5.2%,-1.2%,11.9,0.9,-3.2%,-10.5%
O=C(NCC(=O)N1CCN(c2ccccc2)CC1)c1ccc(Br)o1,-2.2%,-0.3%,-0.1%,3.3%,-1.6%,/,/,-1.3,/,-0.9%,-5.7%
CC(NCCC(Cc1ccccc1)c1ccco1)c1ccccc1 (stereo unspecified),2.0%,-11.8%,0.5%,2.5%,-1.0%,/,1.0%,0.6,0.2,-1.6%,-47.8%[inhibitor]
Cc1ccc(C)c(NC(=O)CN(C)C(=O)c2ccccc2OCc2ccc(Cl)cc2)c1,-2.7%,-17.4%,-0.1%,0.8%,/,/,/,-1.9,/,1.9%,4.1%
N#CCCN(C(=O)COC(=O)c1ccc(S(=O)(=O)N2CCCC2)cc1)c1cccc(Cl)c1,1.1%,?,-0.8%,0.3%,/,/,/,21.0,/,-6.1%,-17.9%
Cc1nn(-c2ccccc2)c(C)c1/C=N/NC(=O)c1cccs1,-5.0%,-11.8%,2.0%,4.4%,-0.9%,-20.2%,-1.7%,0.1,-0.1,0.5%,21.9%
O=C(Nc1nnc(-c2ccccc2F)s1)C1CCCO1 (stereo unspecified),0.3%,?,-0.8%,0.7%,-4.4%,-9.0%,-3.6%,7.5,-0.1,-7.2%,-7.8%
COc1cccc(CN2CCN(C3CCOCC3)CC2CCO)c1 (stereo unspecified),4.8%,-9.9%,-0.8%,2.5%,-3.5%,/,-1.4%,-22.5,3.4,-2.3%,4.2%
CN1CCN(NC(=O)c2c(-c3ccccc3)sc3ccccc23)CC1,-3.6%,3.7%,-0.2%,1.3%,/,/,/,0.4,/,-2.8%,-1.2%
O=C(COC(=O)c1ccco1)Nc1ccccc1[N+](=O)[O-],1.5%,?,0.3%,0.8%,1.2%,7.5%,5.4%,-18.0,1.5,-3.3%,5.7%
COc1cc(C(=O)ON=C2C(C)=CC(=O)C=C2C)cc(OC)c1OC,-0.8%,-1.9%,-0.4%,-0.8%,-1.6%,-11.5%,13.0%,23.0,-23.9,-5.4%,-37.9%
O=C(Cn1c(=O)c(=O)n(Cc2ccccc2)c2ccc(Cl)cc21)Nc1ccc(F)cc1F,-0.7%,-7.1%,0.2%,0.0%,0.8%,0.1%,0.0%,-3.5,-1.8,0.7%,9.5%
O=S(=O)(c1ccccc1OC(F)(F)F)N1CCN(c2ccnc3cc(Cl)ccc23)CC1,-6.6%,6.0%,-0.5%,0.4%,4.5%,/,11.9%,16.8,/,-1.0%,?
Cc1cccnc1CCNC(=O)CCc1nnc(-c2ccccc2)o1,1.5%,-1.1%,-0.7%,-0.7%,-2.5%,-18.4%,3.7%,4.6,5.7,-1.9%,-11.4%
Cc1ccc(C)c(OC(=O)c2cccnc2Cl)c1C,5.4%,-9.8%,-0.2%,-0.7%,-7.1%,-4.8%,-5.3%,-7.8,-0.1,-1.3%,0.0%

# Screening results: PubChem, National Center for Advancing Translational Sciences (NCATS)
